Source: PubChem
KKLEB tox: reduces viability of KKLEB cystic fibrosis airway cells; activity change (cytotoxicity), % at 5 µM; KKLEB CF airway cells viability, ATPlite luminescence, overnight; stronger effect = lower value; cells stimulated with P. aeruginosa culture filtrate; 360,000 tested, 0.36% active; AID 602141;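 active = corrected activity change at or below -50% at 5 µM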
Peg3 promoter: inhibitors of Peg3 promoter | HeLa PEG-Prom luciferase reporter, luminescence, overnight | inhibition, % at 20 µM | 360,000 tested, 1.7% active | AID 588405;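 active = inhibition of at least 50% at 20 µM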
HIF-2a block: blocks HIF-2a reporter activity. AID 624352. inhibition, % at 18.8 µM. 786-0 RCC cells HIF-2a reporter, luciferase luminescence, overnight. 360,000 tested, 0.72% active;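 active = inhibition of the luminescence signal of 40% or more relative to plate controls, in a single-dose primary screen at 18.75 µM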
TRPM1 prom inh: MITF TRPM1 promoter inhibition in SK-MEL-5 cells; SK-MEL-5 TRPM1 promoter luciferase, 24 h; inhibition, % at 12.5 µM; 330,000 tested, 0.83% active; AID 488899;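 active = mean inhibition across replicates of 60% or more, whatever share of single replicates reaches that level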; note: values of inactives mirror those of a sister screen read the other way
TWEAK Fn14 block: TWEAK-Fn14 signaling inhibition | inhibition, % at 10 µM | TWEAK-stimulated Fn14 reporter cells, luciferase luminescence, 8 h | 360,000 tested, 2% active; in the data active = inhibition above about 50%
NR2E3 ag-1: activates human NR2E3 receptor; CHO-S Gal4-NCOR/VP16-NR2E3 two-hybrid, luciferase; inhibition of corepressor binding, % at 3.98 µM; 360,000 tested, 0.35% active; AID 602229;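 active = inhibition above the mean of all tested compounds plus 3 SD, cut at about 70% in these data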;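 note: 0% = DMSO with NR2E3 transfected cells and 100% = cells lacking NR2E3 construct; higher means lower luciferase signal from less NR2E3 corepressor binding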
Target sequence (Q9Y5X4 whole entry, looked up, the tested form may be a part): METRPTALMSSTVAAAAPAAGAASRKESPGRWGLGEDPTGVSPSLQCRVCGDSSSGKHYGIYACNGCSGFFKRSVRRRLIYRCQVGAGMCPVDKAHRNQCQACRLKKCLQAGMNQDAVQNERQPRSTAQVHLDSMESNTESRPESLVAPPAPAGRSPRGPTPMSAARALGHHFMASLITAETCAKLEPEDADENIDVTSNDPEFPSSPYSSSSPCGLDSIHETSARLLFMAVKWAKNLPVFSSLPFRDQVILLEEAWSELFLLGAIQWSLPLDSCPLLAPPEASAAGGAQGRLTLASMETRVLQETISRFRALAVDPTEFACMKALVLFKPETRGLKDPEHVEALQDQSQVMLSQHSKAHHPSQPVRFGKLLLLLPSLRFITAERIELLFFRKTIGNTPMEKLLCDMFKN
NR2E3 ag-2: activates human photoreceptor nuclear receptor NR2E3; inhibition of corepressor binding, % at 4.78 µM; 320,000 tested, 0.12% active; GST-NR2E3/biotin-RetCOR TR-FRET, 1536-well; AID 2300; Q9Y5X4;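 active = percent inhibition above the cutoff of mean plus 3 SD of all tested compounds, set per screening campaign, cut at about 20% in these data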;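 note: 0% = DMSO wells and 100% = biotin wells as full block of FRET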
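System: GST-tagged NR2E3 plus biotinylated RetCOR corepressor; Amount: 1.35 nM GST-tagged NR2E3 final; Dosing: single nominal compound dose of 4.8 µM; Schedule: 5 h incubation at 4 °C; Technique: TR-FRET with europium anti-GST and streptavidin-D2, 340 nm excitation; Controls: biotin wells as high control, 0.6% DMSO wells as low control.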
Shn3 3UTR inh: Schnurri-3 reporter inhibition in Clone20 osteoblasts; inhibition, % at 12.5 µM; Clone20 osteoblast Shn3 3'UTR firefly luciferase, 24 h; 360,000 tested, 0.52% active;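 active = mean inhibition of at least 75% with every replicate also reaching 75%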;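 note: 0% = median of neutral control wells and 100% = pilot-screen positive control compound; some compounds past the cut are filed as inactive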
TRAIL sens C8: sensitizes caspase-8 expressing cells to TRAIL; NB7+C8 cells + TRAIL, ATPlite viability luminescence; inhibition (viability loss, TRAIL sensitization), % at 10 µM; 360,000 tested, 1% active;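 active = compounds causing at least 50% loss of cell viability in the single-dose screen, relative to plate controls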
TROY signal inh: TROY signaling inhibition. 360,000 tested, 0.98% active. Q293 LMP1-TROYcd NF-kB luciferase reporter, 4 h. inhibition, % at 10 µM;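 active = compounds whose plate-normalised and pattern-corrected inhibition of the luciferase reporter signal at the single screening dose is 50% or more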
CF NFkB inh: blocks PAF-induced NF-kB reporter in cystic fibrosis cells; KKLEB NF-kB-GFP reporter, GFP fluorescence overnight; inhibition, % at 5 µM; 360,000 tested, 0.86% active; AID 588850;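 active = at least 50% inhibition at 5 µM, scaled per plate between neutral and stimulator controls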;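 note: PAF is a Pseudomonas aeruginosa culture filtrate used as stimulus; plate controls were PAF-stimulated DMSO wells for no effect and unstimulated DMSO wells for full effect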
The depositor's hits bear a star.

How did NC(=S)N/N=C/c1ccc(C(F)(F)F)cc1 do in these assays?
KKLEB tox: -11; Peg3 promoter: 37; HIF-2a block: -38; TRPM1 prom inh: 10; TWEAK Fn14 block: -2; NR2E3 ag-1: -23; NR2E3 ag-2: 1; Shn3 3UTR inh: -19; TRAIL sens C8: 1; TROY signal inh: -17; CF NFkB inh: 3

What do the screens show for `Cc1ccc(CS(=O)(=O)CCC(=O)O)cc1`?
KKLEB tox: 15; Peg3 promoter: 2; HIF-2a block: 7; TRPM1 prom inh: 0; TWEAK Fn14 block: -9; NR2E3 ag-1: 16; NR2E3 ag-2: -1; Shn3 3UTR inh: 5; TRAIL sens C8: -4; TROY signal inh: -1; CF NFkB inh: 3

Results for CN(C)CC[n+]1ccc(C(=O)c2ccccc2)cc1 ?
KKLEB tox: 8; Peg3 promoter: 10; HIF-2a block: 19; TRPM1 prom inh: -9; TWEAK Fn14 block: -6; NR2E3 ag-1: -10; NR2E3 ag-2: 2; Shn3 3UTR inh: 11; TRAIL sens C8: -7; TROY signal inh: -19; CF NFkB inh: -2

How did Cc1ccccc1S(=O)(=O)Cc1ccc(C(=O)NCCN(Cc2ccccc2)C(C)C)o1 do in these assays?
KKLEB tox: 0; Peg3 promoter: -5; HIF-2a block: 3; TRPM1 prom inh: -18; TWEAK Fn14 block: -9; NR2E3 ag-1: -9; NR2E3 ag-2: 4; Shn3 3UTR inh: 10; TRAIL sens C8: -7; TROY signal inh: 10; CF NFkB inh: 8

How did CC(C)c1ccc(NC(=O)CCS(=O)(=O)c2cccc3nonc23)cc1 do in these assays?
KKLEB tox: 5; Peg3 promoter: 2; HIF-2a block: -1; TRPM1 prom inh: -3; TWEAK Fn14 block: -11; NR2E3 ag-1: 2; NR2E3 ag-2: 1; Shn3 3UTR inh: -3; TRAIL sens C8: -2; TROY signal inh: -11; CF NFkB inh: 5

How did Cc1ccc(-c2cn3cccnc3n2)cc1NC(=O)c1c(-c2ccccc2Cl)noc1C do in these assays?
KKLEB tox: -6; Peg3 promoter: 28; HIF-2a block: 7; TRPM1 prom inh: 13; TWEAK Fn14 block: -3; NR2E3 ag-1: -8; NR2E3 ag-2: -1; Shn3 3UTR inh: 0; TRAIL sens C8: 8; TROY signal inh: 5; CF NFkB inh: 8

How did COc1ccc(C(=O)NCCc2cnc[nH]2)cc1OC do in these assays?
KKLEB tox: 3; Peg3 promoter: 12; HIF-2a block: 12; TRPM1 prom inh: -11; TWEAK Fn14 block: 10; NR2E3 ag-1: -3; NR2E3 ag-2: 0; Shn3 3UTR inh: -21; TRAIL sens C8: -5; TROY signal inh: -13; CF NFkB inh: -14

What do the screens show for `O=c1[nH]c2ccc(N=Cc3c(O)ccc4cc(Br)ccc34)cc2[nH]1`?
KKLEB tox: 4; Peg3 promoter: 21; HIF-2a block: 6; TRPM1 prom inh: -3; TWEAK Fn14 block: 20; NR2E3 ag-1: 5; Shn3 3UTR inh: -11; TRAIL sens C8: -4; TROY signal inh: 19; CF NFkB inh: 4

How did CCOc1ccc(NC(=O)Nc2cccs2)cc1 do in these assays?
KKLEB tox: -5; Peg3 promoter: -272; HIF-2a block: -193; TRPM1 prom inh: -31; TWEAK Fn14 block: -14; NR2E3 ag-1: -99; NR2E3 ag-2: -2; Shn3 3UTR inh: -38; TRAIL sens C8: 51*; TROY signal inh: -19; CF NFkB inh: 0

How did O=C(Nc1cccc(-c2ccccc2)c1)N1CCN(C(=O)Nc2cccc(-c3ccccc3)c2)CC1 do in these assays?
KKLEB tox: -1; Peg3 promoter: 7; HIF-2a block: 12; TRPM1 prom inh: 4; TWEAK Fn14 block: -28; NR2E3 ag-1: 1; NR2E3 ag-2: -1; Shn3 3UTR inh: 0; TRAIL sens C8: -10; TROY signal inh: -2; CF NFkB inh: 11

How did NS(=O)(=O)c1ccc(NC(=O)COC(=O)C2(c3ccc(F)cc3)CCCC2)cc1 do in these assays?
KKLEB tox: 1; Peg3 promoter: 15; HIF-2a block: 30; TRPM1 prom inh: 26; TWEAK Fn14 block: 7; NR2E3 ag-1: -12; NR2E3 ag-2: 0; Shn3 3UTR inh: 32; TRAIL sens C8: 26; TROY signal inh: 22; CF NFkB inh: 9

What do the screens show for `CC(=O)Nc1ccc(C(=O)OCC(=O)NCCC2=CCCCC2)cc1`?
KKLEB tox: 1; Peg3 promoter: -12; HIF-2a block: 2; TRPM1 prom inh: 9; TWEAK Fn14 block: -3; NR2E3 ag-1: -15; Shn3 3UTR inh: 2; TRAIL sens C8: -2; TROY signal inh: 15; CF NFkB inh: 2

Results for Cc1ccc(NCc2ccccc2O)cc1 ?
KKLEB tox: -4; Peg3 promoter: -112; HIF-2a block: -44; TRPM1 prom inh: -58; TWEAK Fn14 block: -18; NR2E3 ag-1: -55; NR2E3 ag-2: 6; Shn3 3UTR inh: -28; TRAIL sens C8: -3; TROY signal inh: -19; CF NFkB inh: 0

Results for O=S(=O)(c1ccc(Oc2ccc(Br)cc2)cc1)N1CCOCC1 ?
KKLEB tox: -1; Peg3 promoter: 22; HIF-2a block: 11; TRPM1 prom inh: 4; TWEAK Fn14 block: 31; NR2E3 ag-1: 23; NR2E3 ag-2: 3; Shn3 3UTR inh: 47; TRAIL sens C8: 18; TROY signal inh: 30; CF NFkB inh: 0

What do the screens show for `CCCCNC(=O)C1(C)CCCCN1C(=O)c1ccc(OC)c(C(F)(F)F)c1` (configuration not stated)?
KKLEB tox: -11; Peg3 promoter: 8; HIF-2a block: 4; TWEAK Fn14 block: 10; NR2E3 ag-1: 24; Shn3 3UTR inh: -2; TRAIL sens C8: 0; TROY signal inh: -8; CF NFkB inh: 26

Results for Cc1ccc(C(=O)NCC(=O)N/N=C/c2cccs2)cc1[N+](=O)[O-] ?
KKLEB tox: 8; Peg3 promoter: 11; HIF-2a block: 1; TRPM1 prom inh: 2; TWEAK Fn14 block: -4; NR2E3 ag-1: -19; NR2E3 ag-2: 2; Shn3 3UTR inh: 2; TRAIL sens C8: 4; TROY signal inh: -31; CF NFkB inh: 13

How did NC(=O)CSc1nnc(NC(=O)c2ccc(S(=O)(=O)N3CCCCC3)cc2)s1 do in these assays?
KKLEB tox: 2; Peg3 promoter: -2; HIF-2a block: 8; TRPM1 prom inh: -7; TWEAK Fn14 block: 7; NR2E3 ag-1: -3; NR2E3 ag-2: 0; Shn3 3UTR inh: 1; TRAIL sens C8: -3; TROY signal inh: -1; CF NFkB inh: 2

Results for O=C(Cc1ccc2c(c1)OCCO2)N1CCN(S(=O)(=O)c2cccs2)CC1 ?
KKLEB tox: 3; Peg3 promoter: 9; HIF-2a block: 6; TRPM1 prom inh: -8; TWEAK Fn14 block: -11; NR2E3 ag-1: -48; NR2E3 ag-2: 6; Shn3 3UTR inh: -10; TRAIL sens C8: 5; TROY signal inh: -9; CF NFkB inh: -10

Results for CCN(CC)CCCN1C(=O)C(O)=C(C(=O)c2ccco2)C1c1ccc(OC(C)C)cc1 (configuration not stated) ?
KKLEB tox: 5; Peg3 promoter: -24; HIF-2a block: -2; TRPM1 prom inh: -6; TWEAK Fn14 block: -6; NR2E3 ag-1: -30; NR2E3 ag-2: 0; Shn3 3UTR inh: -16; TRAIL sens C8: -7; TROY signal inh: -11; CF NFkB inh: -13

What do the screens show for `N#C/C(=C(/O)CCl)c1nc2ccccc2[nH]1`?
KKLEB tox: -12; Peg3 promoter: 27; HIF-2a block: -63; TRPM1 prom inh: 80*; TWEAK Fn14 block: 18; NR2E3 ag-1: -19; NR2E3 ag-2: 2; Shn3 3UTR inh: 9; TRAIL sens C8: 11; TROY signal inh: -15; CF NFkB inh: 12

What do the screens show for `Cc1ccc(S(=O)(=O)NC(C)c2ccccc2)cc1[N+](=O)[O-]` (configuration not stated)?
KKLEB tox: -4; Peg3 promoter: 12; HIF-2a block: 21; TRPM1 prom inh: 1; TWEAK Fn14 block: -9; NR2E3 ag-1: -13; NR2E3 ag-2: 2; Shn3 3UTR inh: -15; TRAIL sens C8: -1; TROY signal inh: 5; CF NFkB inh: 7

Results for O=C(NNC(=O)c1csc(-c2cnccc2C(F)(F)F)n1)c1ccc(C(F)(F)F)cc1 ?
KKLEB tox: 3; Peg3 promoter: 9; HIF-2a block: 21; TWEAK Fn14 block: 1; NR2E3 ag-1: -3; NR2E3 ag-2: 3; Shn3 3UTR inh: 20; TRAIL sens C8: -6; TROY signal inh: -5; CF NFkB inh: 20

How did COc1ccc(S(=O)(=O)N2CCOC2CNC(=O)C(=O)NCCN2CCOCC2)cc1C (configuration not stated) do in these assays?
KKLEB tox: 12; Peg3 promoter: 8; HIF-2a block: 19; TRPM1 prom inh: 9; TWEAK Fn14 block: 14; NR2E3 ag-1: 15; NR2E3 ag-2: 1; Shn3 3UTR inh: 11; TRAIL sens C8: 2; TROY signal inh: -2; CF NFkB inh: 5

Results for O=C(Nc1cccc(S(=O)(=O)C(F)(F)F)c1)[C@@H]1O[C@H](CO)[C@@H](O)[C@H]1O ?
KKLEB tox: -6; Peg3 promoter: -6; HIF-2a block: 2; TWEAK Fn14 block: 2; NR2E3 ag-1: -8; Shn3 3UTR inh: -6; TRAIL sens C8: -12; TROY signal inh: 4; CF NFkB inh: -12

How did CC1CCCC(C)N1CC(O)Cn1c2ccccc2c2ccccc21 (configuration not stated) do in these assays?
KKLEB tox: -4; Peg3 promoter: 10; HIF-2a block: 10; TRPM1 prom inh: -2; TWEAK Fn14 block: -11; NR2E3 ag-1: -17; NR2E3 ag-2: 1; Shn3 3UTR inh: 8; TRAIL sens C8: -7; TROY signal inh: -3; CF NFkB inh: 7

What do the screens show for `CC1CCCCN1C(=O)CSc1nc(-c2ccccc2)cc(=O)[nH]1` (configuration not stated)?
KKLEB tox: -1; Peg3 promoter: 22; HIF-2a block: 12; TRPM1 prom inh: 0; TWEAK Fn14 block: -9; NR2E3 ag-1: 11; NR2E3 ag-2: 2; Shn3 3UTR inh: 3; TRAIL sens C8: -8; TROY signal inh: -23; CF NFkB inh: 1

Results for CCN(CC)S(=O)(=O)c1ccc(S(=O)(=O)N2CCN(C(=O)c3ccco3)CC2)cc1 ?
KKLEB tox: -9; Peg3 promoter: 18; HIF-2a block: 1; TRPM1 prom inh: 2; TWEAK Fn14 block: -18; NR2E3 ag-1: 9; NR2E3 ag-2: -1; Shn3 3UTR inh: 4; TRAIL sens C8: 2; TROY signal inh: -1; CF NFkB inh: 5

Only part of the results is shown. The share of hits here may be higher or lower than overall.
